Assay outcomes: PubChem, several laboratories
HIF activator – HIF pathway transcriptional activation | U2OS HRE-luciferase reporter, luminescence; normalized: DMSO 0%, desferrioxamine 100% | activation, % at 7.5 µM (by protocol) | hit rate 0.32% among 300,000 | AID 1910;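 active = mean activation of at least 10% of the iron chelator positive control signal, with at least half of replicates also reaching 10%; inconclusive = mean and replicate majority disagree about reaching 10%; inactive = mean and most replicates under 10%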
IEC-6 tox – kills IEC-6 intestinal cells in KLF5 counter-screen; hit rate 0.78% among 290,000; inhibition, % at 5 µM; IEC-6 cytotoxicity, luminescence viability; in the data active = inhibition above about 22%;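 also: 0% = plate median of test compound wells and 100% = cytotoxic reference compound wells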
HDAC3 inhib – human HDAC3 inhibition; recombinant HDAC3, fluorogenic peptide/trypsin coupled, fluorescence; inhibition, % at 8.3 µM; hit rate 0.15% among 320,000; in the data active = inhibition above about 26%, passing the limit was not always enough; inconclusive = no clear call, values can overlap the other calls
Target sequence (O15379 whole entry, looked up): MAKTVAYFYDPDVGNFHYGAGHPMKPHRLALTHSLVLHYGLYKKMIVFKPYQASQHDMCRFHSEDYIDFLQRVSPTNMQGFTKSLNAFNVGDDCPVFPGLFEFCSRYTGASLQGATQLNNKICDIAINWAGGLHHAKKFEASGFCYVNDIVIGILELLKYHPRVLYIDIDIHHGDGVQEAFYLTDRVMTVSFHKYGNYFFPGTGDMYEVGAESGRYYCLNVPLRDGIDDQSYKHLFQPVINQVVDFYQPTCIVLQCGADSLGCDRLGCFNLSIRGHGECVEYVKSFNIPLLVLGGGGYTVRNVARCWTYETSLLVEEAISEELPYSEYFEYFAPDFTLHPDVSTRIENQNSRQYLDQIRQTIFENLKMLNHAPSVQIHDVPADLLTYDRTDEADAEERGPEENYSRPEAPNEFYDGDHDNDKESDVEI
HSF1 inh – HSF1 inhibition | NIH3T3-HGL HSE-luciferase, MG132-induced, luminescence 8 h; stronger effect = lower value | activity change, negative = inhibition, % at 7.5 µM (by protocol) | hit rate 0.77% among 300,000 | AID 2098;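 active = more than half of replicate wells show activity change below -50%, luminescence cut by over half; inconclusive = some wells, but at most half, below -50%; inactive = no replicate well below -50%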;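 also: luciferase reports HSF-1 transcriptional activity via heat shock element; 0% = median of DMSO wells and -100% = zero luminescence signal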
aSyn 5UTR inh – MLPCN primary screen, SNCA 5' untranslated region; alpha-synuclein 5'UTR reporter, inhibitor activity; inhibition, % (tested at 7.5 µM); hit rate 0.82% among 300,000; in the data active = inhibition above about 60%; inconclusive = no clear call, values can overlap the other calls;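 also: H4 neuroglioblastoma cells stably carrying SNCA 5'UTR luciferase fusion; 0% = DMSO wells and 100% = positive control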
HSF1 activator – increases HSF-1 driven luciferase reporter signal; NIH3T3-HGL HSF-1 luciferase reporter, MG132, 8 h; 100% = twice DMSO control signal; activation, % at 9 µM; hit rate 1.7% among 300,000; AID 504408;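 active = mean replicate activation of at least 50% with a set share of replicates each reaching 50%; inconclusive = only one of those two conditions met; inactive = mean below 50% and too few replicates reaching it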;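 also: 0% = median of the neutral control wells and 100% = twice that signal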
HSP90 refold inh – HSP90 refolding inhibition in rabbit reticulocyte lysate. hit rate 0.91% among 290,000. AID 1789. luciferase refolding luminescence, 3 h. inhibition, % at 5.6 µM;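 active = inhibition above the screen-wide mean plus 3 SD, computed separately per campaign, cut at about 16% in these data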;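 also: 0% = DMSO wells and 100% = 60 µM geldanamycin wells; inhibitors lower the luminescence because luciferase stays unfolded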
Platelet DG rel – modulates dense granule release in human platelets. AID 1663. hit rate 0.22% among 300,000. human platelet-rich plasma, SFLLRN dense granule ATP release, luminescence. inhibition, %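 (compounds screened at 7.5 µM in platelet-rich plasma)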;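 active = mean replicate score, as percent of positive control, at or above 50; inconclusive = mean below 50 but at least one replicate at or above 50; inactive = mean and every replicate below 50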
AI-2 QS modul – modulates the Vibrio harveyi AI-2 quorum sensing system; activity change, % at 7.5 µM; Vibrio harveyi JMH597 AI-2 luminescence/OD600 ratio, 9 h; stronger effect = lower value; strain lacks LuxN and CqsS sensors; 0 = neutral-control median; hit rate 0.4% among 300,000; AID 2094; in the data active = activity change below about -75%, passing the limit was not always enough; inconclusive = no clear call, values can overlap the other calls;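 also: luminescence divided by OD600 gain over 9 h not by final OD600 alone; inactives centre near 13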
KLF5 inh – kruppel-like factor 5 inhibition; DLD-1 KLF5 promoter-luciferase reporter, luminescence; AID 1700; hit rate 0.23% among 290,000; inhibition, % at 5 µM;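 active = inhibition above a per-plate limit of that plate's mean compound inhibition plus 3 SD, cut at about 60% in these data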;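 also: 0% = DMSO wells and 100% = LY294002 at 200 µM; higher means less KLF5 promoter-driven luciferase light; inactives centre near -14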
* = called active by the depositor; ? = inconclusive; . = no result given. This is a random part of the collection, and some 5% of all compounds hit somewhere here.

entry	mol	HIF activator	IEC-6 tox	HDAC3 inhib	HSF1 inh	aSyn 5UTR inh	HSF1 activator	HSP90 refold inh	Platelet DG rel	AI-2 QS modul	KLF5 inh
1	CO/N=C/c1ccc(Oc2ccc(C)cc2)nc1	2.8	-5	9	1	-77	19	3	-14	21	-39
2	COC(=O)[C@H](C)NC(=O)NC1CCCc2ccccc21 (stereo partly drawn)	-0.3	-1	0	8	-29	7	-2	16	14	-33
3	Cc1ccc(NC(=O)CCC(=O)OCc2ccc(Br)cc2)cc1	0.2	-2	6	-12	5	3	1	-7	-4	0
4	CCN1CCN(Cc2nnc(-c3ccc(C)cc3)o2)CC1	1.6	-8	-5	4	17	0	-1	4	13	-19
5	O=C(CNC(=O)C1CCCCC1)NCc1ccco1	0.1	-5	1	3	-15	6	1	-5	7	-19
6	COc1ccccc1CNc1nc2nc(C)c(Cl)c(=O)n2[nH]1	-0.2	-2	-8	2	6	-18	0	21	43	5
7	O=C(COc1coc(CN2CCN(c3ccccc3)CC2)cc1=O)Nc1cccc(F)c1	0.1	.	.	7	8	-6	.	5	14	.
8	O=C(O)c1cccc(N=NN2CCCCCC2)c1	-1.9	4	6	-24	-75	-26	38*	-4	25	-218
9	Cc1ccccc1C(=O)NN1C(=O)CSC1=S	0.1	-4	3	-13	16	-8	-3	3	15	9
10	CCOc1ccc(NC(=O)Cc2c(C(=O)O)n(C)c3ccccc23)cc1	-0.2	-3	-10	1	15	11	-2	5	19	-9
11	O=C(NCc1ccc2c(c1)OCO2)C1CCC(CNc2c(N3CCCCC3)c(=O)c2=O)CC1 (stereo not drawn)	-0.2	-5	-2	0	20	20	-2	-14	1	-15
12	Cc1cccc(-n2c(C)cc(/C=N\NC(=O)c3ccco3)c2C)c1	0.7	-8	17	9	-44	1	-5	2	24	-99
13	COc1ccc(C(=O)C2CCCN(C(=O)c3c4c(nn3C)CCCC4)C2)cc1F (stereo not drawn)	-0.6	-2	-6	-5	5	4	-3	-7	23	-3
14	CCN(CC)CCn1c2c(c(SCC(=O)NCc3ccccc3)nc1=O)CCC2	0.6	.	7	-11	3	-8	.	7	7	.
15	Cc1nnc(NCc2ccco2)s1	0.5	12	0	-7	6	6	1	-8	-2	0
16	CCCOc1ccc(N2C(=O)CC(NCc3cccnc3)C2=O)cc1 (stereo not drawn)	-0.2	-6	7	-6	1	-4	-2	-1	25	3
17	COc1ccc(OC)c(Nc2nc(N)nc(CSc3nnc(-c4ccncc4)o3)n2)c1	0.0	5	3	-2	21	14	2	-2	1	4
18	CC(=O)C1=C(C)NC(SCC(=O)c2ccc(Cl)cc2Cl)=C(C#N)C1c1ccco1 (stereo not drawn)	-0.6	20	16	5	-19	14	0	2	46	31
19	COc1ccc(NC(=O)c2cccc(-n3cnnn3)c2)cc1	-0.5	0	8	-5	-11	-21	1	3	23	1
20	CCn1cc(Cl)c(C(=O)Nc2ccccc2C(N)=O)n1	-40	2	-2	8	-87	29	-1	-38	20	-23
21	CCN1CCN(C(=O)/C(=C/c2ccco2)NC(=O)c2ccccc2)CC1	-0.3	-2	5	-3	3	4	2	-3	19	-3
22	O=c1[nH]cnc2scc(-c3ccc(Br)cc3)c12	0.4	-2	-3	-6	-2	-4	1	-9	-5	-27
23	Cc1ccc(Sc2oc(/C=N/n3cnnc3)cc2Br)cc1	-0.2	0	-2	14	-22	23	-1	-4	17	-21
24	O=S(=O)(c1ccc(F)cc1)N1CCCN(Cc2c(F)cccc2F)CC1	0.2	-7	-2	4	17	4	-6	1	-6	-30
25	COc1ccc(OC)c(Cc2nnc(CCC(=O)NCc3ccc(C)s3)o2)c1	-0.3	-3	-10	0	-10	6	1	10	13	-12
26	Cc1cnc(C(=O)OCC(=O)N(Cc2ccccc2)C(C)C)cn1	0.1	-2	-5	3	13	4	1	4	14	0
27	O=C(/C(Cl)=C/Nc1ccc(Br)cn1)C(F)(F)F	-0.1	2	5	-4	-55	-8	-2	-1	13	-48
28	CCOc1cc(C)c(Cl)cc1S(=O)(=O)NC1CC(C)(C)NC(C)(C)C1	-0.4	4	-1	-3	-5	19	2	4	14	-18
29	COc1cc(-c2cc(=O)c3c(O)c(OC)c(OC)cc3o2)cc(OC)c1O	-0.4	.	6	-2	44	-8	.	8	-6	.
30	CCCn1nc(NS(=O)(=O)c2ccccc2)c2cc3cc(C)ccc3nc21	-0.2	0	0	3	12	24	2	-19	11	-10
31	Cc1ccc2oc(C(=O)NCC(c3ccco3)N3CCCC3)c(C)c2c1 (stereo not drawn)	0.1	-1	-2	8	-1	18	-1	-6	27	-70
32	O=C(Nc1ccc(-n2cnnn2)cc1)C(c1ccccc1)c1ccccc1	-0.9	3	1	5	-2	10	2	1	7	4
33	Cc1cc(NC(=O)Cn2c(=O)c3c(ncn3CC(C)C)n(Cc3ccccc3)c2=O)no1	0.0	-5	1	-2	7	3	-5	3	28	-26
34	Cc1csc(NC(=O)c2cc3c(s2)CCCC3)n1	-1.1	9	5	4	29	-1	35*	.	-6	-43
35	Cc1ccc2c(CN3CC(C)CC(C)C3)cc(=O)oc2c1C (stereo not drawn)	-1.5	6	1	4	32	11	-1	-3	30	-28
36	COCCNC(=O)C(=O)N/N=C/c1ccc(C(=O)OC)cc1	0.1	-2	12	-6	4	-9	2	1	14	-39
37	Oc1ccc(CCNc2c3ccccc3nc3ccccc23)cc1O	18*	17	7	9	-31	32	-2	-3	14	-64
38	O=C(NCc1ccc2c(c1)OCO2)C1CCCCC1	0.4	2	-1	3	-30	-3	3	3	8	-32
39	Cc1ccc(C(=O)OCC(=O)N2CCOCC2)cc1	1.7	-10	5	7	-36	19	-4	3	1	-39
40	O=C(COC(=O)CC1CC2CCC1C2)Nc1c(F)cccc1F (stereo not drawn)	0.2	-3	6	6	-29	0	-2	9	-44	3
41	CCOc1cc(N2CCOCC2)c(OCC)cc1NC(=O)c1c(-c2ccccc2Cl)noc1C	-2.2	1	5	9	28	9	4	-25	12	-11
42	O=C(c1cccnc1)N1CCN(Cc2cccc(F)c2)CC1	-0.3	0	1	-4	10	-4	1	4	7	-20
43	O=C(C1=C[C@@H](c2ccc3c(c2)OCO3)C[C@@H](OCCCCO)O1)N1CCN(Cc2ccc3c(c2)OCO3)CC1	0.2	-3	9	3	22	7	7	8	-1	-8
44	CCOC(=O)c1c(/N=C/c2ccccc2O)sc2c1CCC2	-0.5	10	-6	-5	-4	-2	1	-9	9	-40
45	CC(NC(=S)NCCc1ccccc1)C(c1cccs1)N1CCN(Cc2ccccc2)CC1 (stereo not drawn)	-0.4	-3	1	-2	11	5	-2	11	25	-3
46	CCOC(=O)N1CCN(c2nc3ccccc3nc2C(C#N)S(=O)(=O)c2ccc(C)cc2)CC1 (stereo not drawn)	0.6	-7	5	3	2	2	-3	6	-11	-11
47	C=CCOc1ccc(C(=O)NC2CCCCC2)cc1	3.8	-2	0	20	-161	38	0	0	27	-105
48	Cn1cnnc1Sc1ccc(C(=O)OCC(=O)Nc2ccccc2)cc1[N+](=O)[O-]	0.0	3	4	3	-2	-2	1	-7	27	-5
49	Cc1ccc2[nH]c(=O)c(CNC(C)C)cc2c1	-0.2	0	-6	-3	6	1	-1	11	16	3
50	CC1(c2nnc(-c3ccc(Cl)cc3)o2)CC(c2ccncc2)=NO1 (stereo not drawn)	-1.3	.	0	-2	7	-15	.	4	7	.

Next part:
entry	mol	HIF activator	IEC-6 tox	HDAC3 inhib	HSF1 inh	aSyn 5UTR inh	HSF1 activator	HSP90 refold inh	Platelet DG rel	AI-2 QS modul	KLF5 inh
51	Cn1c(SCC(=O)N2CCN(c3ccccc3)CC2)nnc1-c1ccco1	-0.8	-2	4	-1	-6	4	1	0	20	14
52	O=C(CC(=O)NC1CCCCC1)N/N=C/c1ccccc1F	-1.1	1	-1	0	1	8	2	4	15	0
53	COCCNC(=O)C(c1ccc(C)cc1)N(Cc1ccccc1)C(=O)CCC(=O)Nc1ccccn1 (stereo not drawn)	-0.9	9	-1	-5	23	-13	4	0	35	1
54	O=C(OCc1nnc(-c2ccccc2)o1)c1ccc(CO)cc1	0.2	-1	-1	-2	8	-10	12	-4	-17	-78
55	COc1ccccc1NC(=O)NC(=O)c1ccccc1	3.3	7	2	20	-137	?	4	9	-29	-148
56	CCOC(=O)c1csc(-c2snnc2C)n1	0.5	10	-5	-7	-23	0	6	-4	24	-7
57	Cc1cccc(N2C(N)=C(C#N)C(C#N)(C#N)C2c2ccccc2)c1 (stereo not drawn)	0.1	-1	-12	10	41	18	0	-1	32	-4
58	O=C(Nc1ccc(S(=O)(=O)Nc2ccccn2)cc1)c1cccc(Cl)c1	-0.3	0	0	3	10	-5	0	4	?	-36
59	CC(C)CC(NC(=O)C1CCC(=O)N1C(=O)OCc1ccccc1)C(=O)NC(Cc1ccccc1)C(N)=O (stereo not drawn)	-0.8	1	-12	-4	3	-11	-2	-3	15	-21
60	Cc1cccc(NC(=O)C2CCN(S(=O)(=O)c3c(C)noc3/C=C/c3ccco3)CC2)n1	0.0	5	3	3	-2	22	3	-3	28	-4
61	Cc1ccc(CNC(=S)Nc2ccc(NS(=O)(=O)c3ccc(C)cc3)cc2)cc1	0.8	-5	17	-7	-24	-5	-7	-4	32	-34
62	O=C(Nc1nnc(-c2cccs2)s1)C1CC1	1.4	-1	-7	10	-89	15	-1	11	34	22
63	CC1=C(C(=O)Nc2ccc(Cl)cc2)C2(CCCCC2)C(C(N)=O)C(=S)N1 (stereo not drawn)	-0.3	-3	4	0	5	12	3	6	-4	13
64	[NH-]c1ncnc2c1N=C[N+]2=CC=CCO	-11	5	-2	-8	3	8	-1	4	10	-8
65	CS(=O)(=O)c1ccc(Cl)c(NC(=O)COC(=O)CCCN2C(=O)c3cccc4cccc(c34)C2=O)c1	-0.1	.	0	-3	6	14	.	-11	30	.
66	COCCSc1nnc(NC(=O)C2CC(=O)N(c3ccc(Cl)cc3)C2)s1 (stereo not drawn)	-0.4	-6	-1	-9	2	-11	1	-1	36	-10
67	C1CCc2c(nnc3c2-c2nonc2CC3)C1	-0.6	4	2	3	10	23	0	-11	15	-63
68	Cc1ccc(N(CC(=O)NN=C2CCN(C)CC2)S(=O)(=O)c2ccc(C)cc2)cc1	0.2	-2	3	.	13	.	2	8	5	-24
69	COC(=O)c1cc(Br)ccc1OC(=O)c1cccnc1	-1.0	1	-2	7	-3	16	-3	-3	49	-4
70	COC(=O)c1cc(S(=O)(=O)N2CCCCC2C)c[nH]1 (stereo not drawn)	0.5	1	-6	3	21	5	-4	3	.	-22
71	Cc1cccc(OCC(=O)O/N=C(\N)Cc2ccc([N+](=O)[O-])cc2)c1	-0.6	0	5	-11	-21	-13	3	-2	-55	-15
72	CNC(=O)c1cc(S(=O)(=O)N2CC(C)OC(C)C2)ccc1N1CCCCC1 (stereo not drawn)	-0.9	-6	.	-7	4	-2	7	-3	18	-16
73	CC(C)Oc1ccc(OCCSc2nc3ccccc3n2CC(=O)O)cc1	1.0	2	3	-46	6	-59	-5	0	0	-23
74	COc1cccc(CNC(=O)CCNS(=O)(=O)c2cccs2)c1	0.9	-1	-1	-6	9	7	2	6	15	-18
